DT40 TDP1 CPT – DT40-hTDP1 cell growth loss with CPT; chicken DT40 Tdp1-/-;hTDP1 cells + 20 nM CPT, ATP luminescence, 48 h; Potency, µM (doses to about 46.2 µM), inactives show top-dose activity change, negative = growth inhibition, hits mostly inhibitors; 12% of 420,000 active; AID 686979; active means well fitted inhibition curve with a large enough effect; inconclusive means small, poorly fitted or top-dose-only effect; further: nearly all actives have a fitted effect of over 55% in size
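Chicken DT40 Tdp1-/- cells complemented with human TDP1, 400 cells/well, exposed to compounds plus 20 nM camptothecin for at least 48 h at 37 C; viability read as ATP content by CellTiter-Glo luminescence.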
Active calls of the source: *; ? = inconclusive; [ ] = remark or other dose. On the % scale 0 is the no-effect control and ±100 the full control effect; potency means the concentration at half of the fitted maximal effect.

SMILES | DT40 TDP1 CPT
Cc1c(C(=O)NCc2ccc([N+](=O)[O-])cc2)sc(=O)n1Cc1ccc(-c2ccccc2)cc1 | ?
CCC1(C2CCN(C(=O)c3cc(C)cc(C)c3)CC2)NC(=O)N(CCc2scnc2C)C1=O (stereo not given) | -5%[9.04 µM]
CC(C)(C)C(=O)OCOC(=O)C1N2C(=O)CC2S(=O)(=O)C1(C)C (stereo not given) | 5%
CN1CCN(C2CN(Cc3cn(Cc4ccc(F)cc4)nn3)S(=O)(=O)C2)CC1 (stereo not given) | 2%
O=C1c2cccc3cccc(c23)C(c2nc3ccccc3[nH]2)N1C1CC1 (stereo not given) | -12%
CC12CCC(/C(=C/NNc3ccc([N+](=O)[O-])cc3[N+](=O)[O-])C1=O)C2(C)C (stereo not given) | 18µM*
CCCNC(=O)c1cc(C2CCCCN2S(=O)(=O)Cc2cccc(C(F)(F)F)c2)on1 (stereo not given) | -29%
COc1ccc(N2C[C@H](CSC)[C@@H](CC(=O)Nc3ccccc3)C2=O)cc1 | -17%
COC(=O)[C@]12CCCCC=C1N(Cc1ccc3c(c1)OCO3)C(=O)[C@H](CC(=O)NCC13CC4CC(CC(C4)C1)C3)C2 | ?
COc1ccc(S(=O)(=O)NC(=O)C2(C)CCN2C(=O)COc2ccc(Cl)cc2)cc1 (stereo not given) | 1%
CC1=CC2(C)NC(=O)C(C)C12 (stereo not given) | 4%
CC(=O)Nc1c(I)c(C(=O)O)c(I)c(N(C)C(C)=O)c1I | 10%
COc1cccc(C(=O)N2CCc3c(C(=O)NC(C)c4ccco4)c(OC)cc(=O)n3CC2)c1OC (stereo not given) | 9%
O=C(Nc1ccc2c(c1)OCCO2)C1c2ccccc2OCC(=O)N1Cc1ccccn1 (stereo not given) | 2%
CCCNC(=O)c1cc(C2CCCCN2C(=O)c2ccc3c(c2)CCO3)on1 (stereo not given) | -12%
COc1ccc(C(=O)NCC2Cc3cc(C)cc(-c4cc(C(C)=O)ccc4F)c3O2)c(OC)c1OC (stereo not given) | ?
O=C(OCC(=O)N1CCNC1=O)c1ccccc1Cl | 2%
CN(C)c1ccc(CNC(=O)C2Cc3c(-c4ccccc4Oc4ccccc4)ccnc3O2)cc1 (stereo not given) | ?
FC(F)(F)c1ccccc1Cc1c(-c2cccc(Br)c2)nc2ccc(Cl)cn12 | ?
Clc1cccc(Cc2c(C3CCCCC3)nc3ccc(Br)cn23)c1 | 23µM*
O=C(NCC1CCCCC1)c1ccc2sc([C@H]3C[C@H](O)[C@@H](CO)O3)nc2c1 | -22%
CNc1ccc2ncc(-c3ccc(OC)c(OC)c3)n2n1 | 2.6µM*
CC(C(=O)NCc1ccccc1)n1c(CSCCOc2ccccc2)nc2ccccc21 (stereo not given) | ?
CC(C)(C)c1ccc(S(=O)(=O)NC(=O)C2(C)CCN2C(=O)CC2CC2)cc1 (stereo not given) | -16%
CCC(=O)O[C@]1(C(=O)CCl)[C@@H](C)C[C@H]2[C@@H]3C[C@H](F)C4=CC(=O)C=C[C@]4(C)[C@@]3(F)[C@@H](O)C[C@@]21C | ?

Sorted by length of the SMILES (falling): some entries from above
SMILES | DT40 TDP1 CPT
CCC(=O)O[C@]1(C(=O)CCl)[C@@H](C)C[C@H]2[C@@H]3C[C@H](F)C4=CC(=O)C=C[C@]4(C)[C@@]3(F)[C@@H](O)C[C@@]21C | ?
CN(C)c1ccc(CNC(=O)C2Cc3c(-c4ccccc4Oc4ccccc4)ccnc3O2)cc1 (stereo not given) | ?
FC(F)(F)c1ccccc1Cc1c(-c2cccc(Br)c2)nc2ccc(Cl)cn12 | ?
CC(C)(C)C(=O)OCOC(=O)C1N2C(=O)CC2S(=O)(=O)C1(C)C (stereo not given) | 5%
Clc1cccc(Cc2c(C3CCCCC3)nc3ccc(Br)cn23)c1 | 23µM*
O=C(OCC(=O)N1CCNC1=O)c1ccccc1Cl | 2%

(further entries)
SMILES | DT40 TDP1 CPT
CC(C)(C)c1ccc(CC(=O)N2CCC2(C)C(=O)NS(=O)(=O)c2ccccc2)cc1 (stereo not given) | -3%
COc1ccc(OC)c(C=NNC(=O)NN=Cc2cc(OC)ccc2OC)c1 | ?
Cn1cc([C@]2(O)C(=O)Nc3ccc(F)cc32)c2ccccc21 | -12%
Nc1ccccc1SC(CC(=O)c1ccccc1)c1cccc([N+](=O)[O-])c1 (stereo not given) | 16µM*
COc1ccc([C@H]2C[C@H](n3cc(C4CC4)nn3)[C@@H](O)CN2C(=O)C2CCCCC2)cc1 | -6%
COc1cc(CNc2ncnc3c2ncn3[C@H]2CN(Cc3ccncc3)C[C@@H](CO)O2)cc(OC)c1OC | 13µM*
CC(=O)Oc1ccc(N(C(C)=O)S(=O)(=O)c2ccccc2)c2ccccc12 | 21µM*
OCCCNc1ncnc2c1ncn2[C@H]1CN(Cc2ccc(-c3ccccc3)cc2)C[C@@H](CO)O1 | 15µM*
C[C@H]1CN([C@@H](C)CO)C(=O)CCCn2cc(nn2)CO[C@@H]1CN(C)C(=O)Nc1cccc2ccccc12 | 1%
Nc1nc(N=Nc2ccc(O)cc2)cc(=O)[nH]1 | -8%
Cc1ccc2c(=O)n3c(nc2c1)C(CC(C)C)NC(=O)c1cccnc1-3 (stereo not given) | -4%
COC(=O)[C@@]12C[C@@H](CC(=O)NCCc3ccccc3OC)C(=O)N(Cc3ccc4c(c3)OCO4)C1=CCC(C)(C)C2 | ?
C/C(=N\NC(=O)c1nnn(-c2nonc2N)c1CSc1ccc(C)cc1)c1cccs1 | -18%
Cc1ccc(NC(=O)CN2CCN(S(=O)(=O)c3ccc4c(c3)OCCO4)CC2)c(C)c1 | -28%
Oc1ccc(C[C@H]2CN([C@@H](Cc3ccccc3)CN3CCCC3CN3C(=S)NC[C@@H]3Cc3ccccc3)C(=S)N2CCc2ccccc2)cc1 (stereo not given in full) | 21µM*
Cc1ccc(NC(=O)c2nc[nH]c2C(=O)Nc2ccccc2F)cc1 | ?
O=C(C1CN(C(=O)c2cc3ccccc3o2)c2ccccc2O1)N1CCCCC1 (stereo not given) | ?
COc1ccc([C@H]2C[C@@H](n3cc(COC(=O)c4ccccc4)nn3)[C@H](O)CN2CC2CCCCC2)cc1 | ?
CCN1C(=O)[C@H]2[C@@H](c3ccc(OC)cc3)N[C@]3(CCCN(Cc4ccc(Br)cc4)C3=O)[C@H]2C1=O | -8%
OC[C@@H]1CN(Cc2ccco2)C[C@H](n2cnc3c(NC4CCC4)ncnc32)O1 | -8%
CSC[C@H]1CN(Cc2ccccc2)C(=O)[C@@H]1CC(=O)Nc1ccccc1 | 4%
CCc1ccccc1NC(=O)CSc1nc2cc(C(=O)NCC3CCCO3)ccc2c(=O)n1CC1CCCO1 (stereo not given) | ?
CC[C@H](C)CCCCC(=O)N[C@@H](CCN)C(=O)N[C@H](C(=O)N[C@@H](CCN)C(=O)N[C@H]1CCNC(=O)[C@@H]([C@H](C)O)NC(=O)[C@H](CCN)NC(=O)[C@H](CCN)NC(=O)[C@H](CC(C)C)NC(=O)[C@@H](CC(C)C)NC(=O)[C@H](CCN)NC1=O)[C@@H](C)O | -18%[21.1 µM]
CCc1nc2ccc(C(=O)NCc3ccccc3OC)cn2c1N(CC)CCN(C)C | -3%
O=C1NC[C@H](CC2CCCCC2)N(CCc2cc(C(F)(F)F)cc(C(F)(F)F)c2)C1=O | ?

The list continues:
SMILES | DT40 TDP1 CPT
CC(=O)NCCNc1nc2cc(-c3cc(F)ccc3C)sc2c(=O)n1C | ?
COc1ccc(CCNC(=O)C(=O)c2cn(CC(=O)N3CCCC3)c3ccccc23)cc1 | -13%
COc1cc(NC(=O)c2sc3ncn(CC(=O)N4CCCCC4C)c(=O)c3c2C)cc(OC)c1OC (stereo not given) | ?
COc1ccccc1Cc1c(-c2ccco2)nc2c3ccccc3ccn12 | 23µM*
Cc1ccccc1NC(=O)CN1CCN(c2ccc(F)cc2)CC1 | ?
CCC(C)n1c(SCC(=O)NC2CC2)nc2ccccc2c1=O (stereo not given) | ?
CNc1ccc(-c2cccc([N+](=O)[O-])c2)cn1 | ?
COc1cccc(/C=C/C(=O)N2CCN(S(=O)(=O)c3ccccc3)CC2)c1 | ?
COC(=O)C1CCCCN1Cc1ccc2c(c1)CN(Cc1cc(OC)c3c(c1)OCO3)CCO2 (stereo not given) | ?
O=C1NC(=O)C(=C2CCOC2=O)N1 | -6%
COc1cc(-c2cnc3c(NC=O)cc(-c4ccccc4)cn23)cc(OC)c1OC | 0.0092µM*
COc1ccc(CN2CCN(Cc3c[nH]c4ccccc34)CC2)cc1OC | -29%
Cn1ccc2c(-c3ccc(C(=O)O)cc3)cc3c(c21)C1CCC3O1 (stereo not given) | -4%
C#CCN(C[C@H]1[C@H](OC(=O)NCc2ccccc2)[C@H](OC(=O)NCc2ccccc2)C[C@@H](C(=O)OC)[C@H]1C(=O)OC)S(=O)(=O)c1ccc(C)cc1 | -107%
Cc1ccc(NS(=O)(=O)c2ccc(-c3coc(C)n3)cc2)c(Cl)c1 | ?
C#CCNC(=O)C[C@@H]1C[C@@]2(C(=O)OC)CC(C)(C)CC=C2N(CCc2ccc(OC)c(OC)c2)C1=O | ?
CC(=O)Nc1cc(-c2ccccc2N(C)C)cn2c(-c3ccc(S(C)(=O)=O)cc3)cnc12 | ?
S=c1[nH]cc2cnccn12 | -13%
CC(C)[C@@H](N)C(=O)NC[C@H]1O[C@@H](n2cnc3c(=O)[nH]c(N)nc32)[C@H](O)[C@@H]1O | -2%
C[C@H](CO)N1C[C@H](C)[C@@H](CN(C)Cc2cccc(F)c2)Oc2cc(-c3cccc(C#N)c3)ccc2S1(=O)=O | ?
COC(=O)C[C@@H]1C=C[C@@H](NC(=O)c2ccccc2F)[C@@H](CO)O1 | -5%
CC(C)C[C@@H]1O[C@H](CCc2ccccc2)Cc2[nH][nH]c(=O)c21 | ?
Cc1cc(Br)cn2c(Cc3cccc(F)c3)c(-c3ccccc3)nc12 | 29µM*
CC1(C(=O)NS(=O)(=O)C2CC2)CCCN(C(=O)c2cc3ccccc3s2)C1 (stereo not given) | 0.65µM*
C[C@@H]1CN([C@H](C)CO)C(=O)CCCn2cc(nn2)CO[C@H]1CN(C)C(=O)Nc1ccccc1 | -27%

Overlap with the part before: 2 entries, then new ones.
SMILES | DT40 TDP1 CPT
CC1(C(=O)NS(=O)(=O)C2CC2)CCCN(C(=O)c2cc3ccccc3s2)C1 (stereo not given) | 0.65µM*
C[C@@H]1CN([C@H](C)CO)C(=O)CCCn2cc(nn2)CO[C@H]1CN(C)C(=O)Nc1ccccc1 | -27%
CN(C)CC(C)(O)c1ccc2c(c1)CN(Cc1cnn(-c3ccccc3)c1)CCO2 (stereo not given) | 11%[9.04 µM]
NC(c1csc(NC(=O)Nc2cccc(Cl)c2)n1)C1CCCCC1 (stereo not given) | 18µM*
O=C(c1cccnc1)C1CCCN(Cc2ccc3c(c2)CN(C(=O)c2cn4ccccc4n2)CCO3)C1 (stereo not given) | -3%[9.04 µM]
O=C(c1cncs1)N(Cc1cc2cc3c(cc2nc1N1CCOCC1)CCC3)CC1CCCO1 (stereo not given) | -6%[9.04 µM]
CCOc1cccc(Cc2c[nH]c(=O)[nH]c2=O)c1 | -17%
c1ccc(OCCNc2nc(NCC3CC3)nc3cc(-c4ccccc4)sc23)cc1 | 5.8µM*
NC(=O)c1cc[n+](CC2=C(C(=O)[O-])N3C(=O)[C@@H](NC(=O)Cc4cccs4)[C@H]3SC2)cc1 | -6%[21.1 µM]
C#CCNC(=O)C[C@@H]1C[C@@]2(C(=O)OCC)CCCC=C2N(Cc2cccc3ccccc23)C1=O | ?
C[C@@H](c1ncncc1F)C(O)(Cn1cncn1)c1ccc(F)cc1F (stereo not given in full) | -27%
CCOC(=O)N1CCC(=NNC(N)=O)C1 | 22%
c1ccc2c(CCC3CCNCC3)c[nH]c2c1 | ?
COCCCN1C(=O)C(CC(=O)NCCCN(C)C)CC(C(=O)N2CCCCCC2)=C1C (stereo not given) | -4%
CC(C#N)(NC(=O)CN1CCN(S(=O)(=O)c2cccc(F)c2)CC1)C1CC1 (stereo not given) | 2%
CN(C)S(=O)(=O)c1ccc2c(c1)nc(CCC(=O)NCC(=O)Nc1ccc(F)c(F)c1F)n2C | -3%
Cc1ccc(NC2CCCN(C(=O)c3cc(C(C)C)nn3C)C2)cc1C (stereo not given) | -15%
CC(C)(C)c1ccc(C(=O)N2CCC2(C)C(=O)NCC(F)(F)F)cc1 (stereo not given) | ?
CCOC(=O)C1CCCN(C(=O)c2c(-c3ccccc3)noc2C)CC1 (stereo not given) | ?
COCCN1C[C@@H](CO)O[C@@H](n2cnc3c(NCc4ccco4)ncnc32)C1 | -5%
CC1(C(=O)NS(=O)(=O)Cc2ccccc2C(F)(F)F)CCN1C(=O)Cc1cccs1 (stereo not given) | ?
COc1cc(OC)cc(-c2noc(-c3csc([C@@H]4C[C@H](O)[C@@H](CO)O4)n3)n2)c1 | ?
CC(=O)Nc1cc(-c2cccc(CO)c2)cn2c(-c3ccc(C(C)=O)cc3)cnc12 | ?
N#CC(=Cc1ccccn1)c1nc(-c2ccc(Cl)cc2)cs1 | ?
Cc1ccc(CCNC(=O)CN2C(=O)CSc3ccc(S(=O)(=O)N4CCOCC4)cc32)cc1 | -31%

Among those listed so far, these have an aryl thioether with sulfur outside any ring.
SMILES | DT40 TDP1 CPT
Nc1ccccc1SC(CC(=O)c1ccccc1)c1cccc([N+](=O)[O-])c1 (stereo not given) | 16µM*
C/C(=N\NC(=O)c1nnn(-c2nonc2N)c1CSc1ccc(C)cc1)c1cccs1 | -18%
CCc1ccccc1NC(=O)CSc1nc2cc(C(=O)NCC3CCCO3)ccc2c(=O)n1CC1CCCO1 (stereo not given) | ?
CCC(C)n1c(SCC(=O)NC2CC2)nc2ccccc2c1=O (stereo not given) | ?

No new results follow: entries from further up.
SMILES | DT40 TDP1 CPT
NC(c1csc(NC(=O)Nc2cccc(Cl)c2)n1)C1CCCCC1 (stereo not given) | 18µM*
O=C(c1cccnc1)C1CCCN(Cc2ccc3c(c2)CN(C(=O)c2cn4ccccc4n2)CCO3)C1 (stereo not given) | -3%[9.04 µM]
O=C(c1cncs1)N(Cc1cc2cc3c(cc2nc1N1CCOCC1)CCC3)CC1CCCO1 (stereo not given) | -6%[9.04 µM]

Some of the compounds tested, so the mix of outcomes need not match the whole.
